All columns: NCI-60 one-dose screen, growth in % after 48 h at 10 µM unless noted; 100 = growth as untreated, 0 = no growth, -100 = all killed.
OVCAR-3: OVCAR-3 ovarian cancer; hit rate 7% among 79,000; AID 1794787
ACHN: ACHN renal cancer; hit rate 4.9% among 81,000; AID 1794771
OVCAR-8: OVCAR-8 ovarian cancer. hit rate 4.4% among 81,000
OVCAR-4: OVCAR-4 ovarian cancer cells | hit rate 3.7% among 80,000 | AID 1794784
OVCAR-5: OVCAR-5 ovarian cancer | hit rate 2.9% among 82,000
RXF 393: RXF 393 renal cancer cells | hit rate 6.9% among 77,000
A498: A498 renal cancer cells. hit rate 5.4% among 76,000. AID 1794774
CAKI-1: CAKI-1 renal cancer. hit rate 4.7% among 75,000. AID 1794772
Starred values were filed as active, the others as inactive; x = not tested or not shown; [ ] = another dose, or the depositor's remark. How the source made its calls: active means growth percent below 10; inactive means the rest.

Values run as follows: OVCAR-5, OVCAR-3, OVCAR-8, A498, ACHN, CAKI-1, RXF 393, OVCAR-4
COC(=O)c1ccc(NC(=S)N2CCc3ccc([N+](=O)[O-])cc3C2)cc1O
    103, 116, 101, x, 95, 93, 110, 112
CC(=O)c1c(O)c(C)c(O)c2c1OC1=Cc3c(c(C)nn3-c3ccccc3)C(=O)C12C (stereo not drawn)
    103, 106, 102, 91, 97, 109, 115, 102
CSc1nc2c(nc(SC)n2-c2ccccc2)c(=O)[nH]1
    100, 114, 100, 86, 107, 95, 106, 105
C=CC(=O)OCc1ccccc1
    111, 105, 115, 115, 115, 110, 107, 95
COc1cc(/C=N\NC(=O)c2cnn(CC(O)c3ccccc3)c2N)ccc1OC(F)F (stereo not drawn)
    96, 99, 96, x, 97, 86, 95, 81
O=C1CCCN1c1nc(-c2ccccc2)c(Br)s1
    84, 101, 88, 62, 105, 88, 83, 94
O=C1C=CN2CC=CCC2C1[C@@H](O)c1ccc(Br)cc1 (stereo partly drawn)
    100, 101, 106, 119, 103, 99, 126, 110
Nc1ncnc2c1N=C(c1ccc(F)cc1)CC(c1cccc(Nc3ccnc4cc(C(F)(F)F)ccc34)c1)N2 (stereo not drawn)
    98, 79, 68, 78, 94, 67, 56, 77
CSc1nc(NC=O)cc(=O)n1C
    110, x, 113, 127, 102, 105, 61, 93
CC(=O)C[n+]1ccc(C)cc1Sc1ccccc1C
    90, 102, 89, 127, 97, 102, 134, 100

Going on with the list:
Values run as follows: OVCAR-5, OVCAR-3, OVCAR-8, A498, ACHN, CAKI-1, RXF 393, OVCAR-4
CCCCCCN1C(=O)C2(NCc3c(nc4c(c(C)nn4-c4ccccc4)c3-c3ccc(C)cc3)N2)c2ccccc21 (stereo not drawn)
    86, 100, 92, 97, 106, 99, 96, 90
COC(=O)C1=C(C)NC(C)=C(C(=O)OC)C(N2C(=O)CCC2=O)C1 (stereo not drawn)
    114, 100, 89, 109, 99, 93, 104, 79
ONC(CC(O)(NO)NO)c1ccccc1 (stereo not drawn)
    95, 113, 115, 90, 98, 101, 98, 106
OCC1OC(n2cnc3c(SCc4ccccc4)nc(NO)nc32)C(O)C1O (stereo not drawn)
    107, 111, 101, 106, 103, 102, 104, 109
O=C(CCc1nnc(Cn2cnc3nc[nH]c3c2=O)o1)c1nc2ncccc2[nH]1
    100, 104, 100, 95, 105, 92, 102, 99
CCOC(=O)c1c(Nc2ccccc2)nn2c(-c3ccccc3)ccnc12
    93, x, 96, x, 91, 89, x, 96
C=CS(=O)(=O)c1ccccc1
    113, 111, 100, 114, 115, x, x, 98
O=C(SCN1CCCCC1)c1ccccc1
    109, 103, 98, 107, 109, 106, 104, 104
CCCc1cc(=O)[nH]c2nnc(C)n12
    102, 115, 106, 109, 99, 100, 116, 114
O=C(N/N=C/c1ccc([N+](=O)[O-])o1)c1[nH]c2ccc(Br)cc2c1-c1ccccc1
    36, 22, -5.1*, x, 16, 20, 50, 38

More records.
Values run as follows: OVCAR-5, OVCAR-3, OVCAR-8, A498, ACHN, CAKI-1, RXF 393, OVCAR-4
COc1ccc(-c2cc(C(=O)Nc3nc4ccc(F)cc4s3)nc3cc(-c4ccccc4)nn23)cc1OC
    96, 111, 96, 127, 90, 97, 96, 109
CC(C)CCNC(=O)Cn1ccc(N2CCCCC2)cc1=O
    116, 103, 103, 103, 109, 103, x, 113
Cc1nn(-c2ccccc2)c2nc3c(c(-c4ccc(Cl)cc4)c12)CNC(c1ccc(Cl)cc1)N3 (stereo not drawn)
    102, 100, 102, 103, 107, 93, 99, 98
CCCCn1c(=O)c(-c2cc(-c3ccccc3)nc(-c3ccccc3)c2)cc2cc(C)ccc21
    97, 123, 107, 96, 97, 87, 103, 104
CCOC(=O)c1c(C)c2c(n1Cc1ccccc1)CSCC2=O
    34[100 µM], -2.5*[100 µM], 18[100 µM], 26[100 µM], 11[100 µM], -31*[100 µM], 17[100 µM], 12[100 µM]
CC1Sc2ccc(C(=O)N(C)Cc3cccc(F)c3)cc2NC1=O (stereo not drawn)
    91, 125, 97, 134, 103, 93, x, 106
COc1ccc(CCNc2nc3c(c(=O)n(Cc4ccccc4)c(=O)n3C)n2C)cc1OC
    100, 106, 97, 99, 104, 93, 107, 94
COc1ccc(-c2ccnc3c(C#N)c(SC)nn23)cc1OC
    95, 102, 85, 80, 88, 77, 97, 90
CCCCN(Cc1ccc(C(=O)NO)cc1)C(=O)Nc1ccc(OCCCCCn2cc(CNc3cccc4c3C(=O)N([C@@H]3CCC(=O)NC3=O)C4=O)nn2)cc1
    94, 91, 94, 93, 95, 98, x, 124
NC(=S)N/N=C/c1ccc(Cl)cc1Cl
    101, 93, 101, 89, 93, 79, x, 89

Quoted at random: two records from the list.
Values run as follows: OVCAR-5, OVCAR-3, OVCAR-8, A498, ACHN, CAKI-1, RXF 393, OVCAR-4
CCOC(=O)c1c(Nc2ccccc2)nn2c(-c3ccccc3)ccnc12
    93, x, 96, x, 91, 89, x, 96
NC(=S)N/N=C/c1ccc(Cl)cc1Cl
    101, 93, 101, 89, 93, 79, x, 89

Further records follow.
Values run as follows: OVCAR-5, OVCAR-3, OVCAR-8, A498, ACHN, CAKI-1, RXF 393, OVCAR-4
C=C1C(=O)O[C@H]2[C@H]1CC/C(Cn1cc(-c3ccccc3C(F)(F)F)nn1)=C\CC[C@@]1(C)O[C@@H]21
    -19*, -94*, -27*, 26, -85*, -49*, -72*, -19*
N/C(=N\c1nc2ccccc2o1)NC(=O)Nc1ccccc1
    95, 102, 101, 69, 104, 94, 109, 96
Cc1cc(C)c(SSc2nnnn2-c2ccccc2)c(C)c1
    105, 112, 98, 98, 98, 102, 105, 93
CCOC(=O)C(CCC(=O)OC)(CCC(=O)OC)C(=O)OCC
    108, 105, 110, 100, 106, 89, 118, 99
Cc1nc2sc(C(=O)Nc3ccccc3Cl)c(N)c2cc1C(C)O (stereo not drawn)
    98, 89, 95, 71, 96, x, 93, 98
FC(F)(F)c1ccc2c(Nc3cccc(C4CC(c5ccc(Cl)cc5)=NN4c4ccccc4)c3)ccnc2c1 (stereo not drawn)
    99, 78, 91, 90, 90, x, 83, 77
CC(=O)OCCCOCCCOc1ccccc1
    94, 111, 97, 101, 96, 104, 100, 108
OCC1Cc2ccccc2C1
    97, 119, 98, 96, 101, 104, 105, 106
CCN(CC)c1cccc(OC(=O)Nc2ccc(OC)cc2)c1
    92, 130, 100, 111, 95, 97, 94, 95
CO[C@@]1(NC(=O)CSCC#N)C(=O)N2C(C(=O)O)=C(CSc3nnnn3C)CSC21 (stereo partly drawn)
    102, 120, 106, 93, 93, 82, x, 108

(list continues)
Values run as follows: OVCAR-5, OVCAR-3, OVCAR-8, A498, ACHN, CAKI-1, RXF 393, OVCAR-4
CC(C)c1ccc(C2OCCCO2)cc1
    97, 113, 95, x, 96, 100, 111, 108
O=C(/C=C/c1ccc(-c2ccccc2)cc1)c1nc2ccccc2n1Cc1ccc(Br)cc1
    75, 45, 44, 104, 33, 50, 35, 50
CCOC(=O)n1c2ccccc2c(=O)n1CCO
    94, 114, 94, 115, 97, 98, 121, 111
Nc1ccc(C(=O)c2cccs2)cn1
    113, 109, 106, 115, 101, x, 116, 111
Cc1ccc2c(n1)C(=O)C(Br)=C(CC(C)C)C2=O
    102, 53, 98, 106, 69, 93, 102, 104
CCOC(=O)Cn1c(=O)cc(N)n1S(=O)(=O)c1ccccc1
    110, 110, 110, 83, 103, 97, 98, 102
O=C1/C(=C/c2cccs2)SC(=S)N1CC(=S)C1C=CS(=O)(=O)C1 (stereo not drawn)
    105, 106, 70, 112, 108, 88, 104, 98
CC(=O)NCC(O)c1ccc([N+](=O)[O-])cc1 (stereo not drawn)
    98, 100, 103, 111, 101, 102, 97, 95
CCN(CC)CCNc1ccc(CO)c2oc3ccccc3c(=O)c12
    122, 120, 65, 68, 82, 114, 105, 97
Nc1c(C(=O)Nc2ccccc2-c2cn(CCCO)nn2)sc2nc3c(cc12)CCCCC3
    111, 98, 61, 84, 99, x, 22, 73

Next section.
Values run as follows: OVCAR-5, OVCAR-3, OVCAR-8, A498, ACHN, CAKI-1, RXF 393, OVCAR-4
O=C1c2ccccc2C(=O)c2sc(Nc3ccc(Cl)cc3)nc21
    -63*, -40*, 11, 87, -23*, 75, 17, 1.7*
CCn1c(SC/C(=N/O)c2ccc(C)cc2)nnc1-c1ccncc1
    106, 113, 107, 104, 106, 93, 104, 108
O=C1CCC(c2ccc3ccccc3c2)O1 (stereo not drawn)
    99, 107, 101, 114, 108, 101, 107, x
CC(=C/c1ccccc1)/C=C1/NC(=S)NC1=O
    92, 116, 89, 87, 109, 103, 79, 95
CC(=O)O[C@H]1CC[C@@]2(C)[C@@H](CC=C3[C@@H]2CC[C@]2(C)[C@@H]([C@H](C)/C=C/[C@H](C)C(C)C)CC[C@@H]32)C1
    101, 109, 96, 90, 108, 96, 111, 104
COc1ccc(-c2cc(Cc3cccs3)c(=O)n(Cn3cnc4nc[nH]c4c3=O)n2)cc1
    98, 111, 100, 103, 99, 100, 106, 95
C=C(C)[C@@H]1C[C@H](O)Cc2cc(Cl)ccc2N1
    105, 106, 102, 98, 100, 95, 127, 110
CCN(CC)C(=S)SCn1nc(Cl)c2ccc([N+](=O)[O-])cc21
    83, 89, 79, 28, 60, 58, 39, 78
CC(=O)Oc1c(Br)cc(-c2oc(-c3cc(Br)c(OC(C)=O)c(Br)c3)c3ccccc23)cc1Br
    97, 95, 94, 101, 78, 96, 82, 94
COc1ccc(-c2ccc(=O)oc2C#Cc2cc(OC)c(OC)c(OC)c2)cc1O
    46, -67*, 20, -0.8*, 52, -16*, -13*, 59

The list goes on:
Values run as follows: OVCAR-5, OVCAR-3, OVCAR-8, A498, ACHN, CAKI-1, RXF 393, OVCAR-4
COc1ccc(OC)c(NC(=O)N2CCCC(C)C2)c1 (stereo not drawn)
    101, 111, 90, 114, 99, 90, 102, 100
O=C(S)CNC(=O)c1ccccc1
    93, 101, 101, 83, 103, 91, 93, 110
O=C(Cn1nnc2ccccc21)N/N=C/c1cccc(F)c1
    95, 91, 101, 100, 98, 83, 112, 105
c1ccc2cc(C[n+]3ccn(CCCCCCCn4cc[n+](Cc5ccc6ccccc6c5)c4)c3)ccc2c1
    48, 44, x, -3.4*, 60, 92, 74, 37
CCOC(=O)/C=C(\CC(=O)OCC)C(=O)OCC
    104, 107, 109, 93, 103, 102, 141, 124
N#Cc1c(NC(=O)c2ccccc2I)sc2c1CCCC2
    71, 16, 51, x, 51, 45, -10*, 80
Cc1ccc(-c2nc(/C=N/Nc3cc(C)nc4ccc(Cl)cc34)c(C)o2)cc1
    -65*, -81*, -89*, 68, -100*, -64*, -85*, -91*
COc1nc(N)nc2c1ncn2C1OC(CO)CC1O (stereo not drawn)
    100, 118, 101, 114, 97, 104, 112, 120
CC(=O)O[C@]1(C(C)=O)CCC2C3C=C(Cl)C4=CC(=O)CC[C@]4(C)C3CC[C@@]21C (stereo partly drawn)
    96, 100, 92, 93, 74, 72, 97, 91
CCCCn1c(=O)c(/C=C/C(=O)/C=C/c2ccc3c(c2)OCO3)cc2ccc(Cl)cc21
    109, 97, 105, 113, 105, 103, 119, 115

Filtered by structure, those above containing fluorine
Values run as follows: OVCAR-5, OVCAR-3, OVCAR-8, A498, ACHN, CAKI-1, RXF 393, OVCAR-4
COc1cc(/C=N\NC(=O)c2cnn(CC(O)c3ccccc3)c2N)ccc1OC(F)F (stereo not drawn)
    96, 99, 96, x, 97, 86, 95, 81
Nc1ncnc2c1N=C(c1ccc(F)cc1)CC(c1cccc(Nc3ccnc4cc(C(F)(F)F)ccc34)c1)N2 (stereo not drawn)
    98, 79, 68, 78, 94, 67, 56, 77
COc1ccc(-c2cc(C(=O)Nc3nc4ccc(F)cc4s3)nc3cc(-c4ccccc4)nn23)cc1OC
    96, 111, 96, 127, 90, 97, 96, 109
CC1Sc2ccc(C(=O)N(C)Cc3cccc(F)c3)cc2NC1=O (stereo not drawn)
    91, 125, 97, 134, 103, 93, x, 106
C=C1C(=O)O[C@H]2[C@H]1CC/C(Cn1cc(-c3ccccc3C(F)(F)F)nn1)=C\CC[C@@]1(C)O[C@@H]21
    -19*, -94*, -27*, 26, -85*, -49*, -72*, -19*
FC(F)(F)c1ccc2c(Nc3cccc(C4CC(c5ccc(Cl)cc5)=NN4c4ccccc4)c3)ccnc2c1 (stereo not drawn)
    99, 78, 91, 90, 90, x, 83, 77
O=C(Cn1nnc2ccccc21)N/N=C/c1cccc(F)c1
    95, 91, 101, 100, 98, 83, 112, 105

More compounds
Values run as follows: OVCAR-5, OVCAR-3, OVCAR-8, A498, ACHN, CAKI-1, RXF 393, OVCAR-4
COc1cc2ncnc(Nc3ccc(C(=O)/C=C/c4cc(OC)c(OC)c(OC)c4)cc3)c2cc1OC
    115, 104, 78, 81, 96, 93, 104, 104
O=C1C2C3C=CC(C3)C2S(=O)(=O)C2C3C=CC(C3)C12 (stereo not drawn)
    101, 115, 100, 109, 107, 105, 105, 128
O=C(Nc1ccc(OS(=O)(=O)c2ccc(C(F)(F)F)cc2)cc1)C1CCCC1
    103, 95, 100, 95, 91, 93, 96, 104
O=C1NC(=Nc2ccc(S(=O)(=O)Nc3nccs3)cc2)S/C1=C\c1coc2ccccc2c1=O
    121, 117, x, 101, 99, 103, 105, 102

Bioassay records deposited in PubChem by NCI.

Compounds were not picked by outcome; any-hit rate near 10%.
